Compound activity from PubChem.
LGR2 antag: inhibitors of bursicon-induced Drosophila LGR2 receptor cAMP signaling | actives 0.35% (n = 380,000) | HEK293 LGR2, CRE-luciferase, bursicon-stimulated, 4 h | inhibition, % at 9.99 µM;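 active means drop in luminescence signal, shown as inhibition above about 50% in the replicate tests, limit read from the data, passing the limit was not always enough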;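 further: agonist challenge used bursicon conditioned medium at about half maximal strength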
PAX8 reporter: PAX8 transcriptional activity inhibition; RMG-I TPO-luciferase reporter, SteadyGlo, 24 h; inhibition, % at 12.6 µM; actives 1.2% (n = 360,000);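 active means mean replicate inhibition at least 60% with every replicate also reaching 60%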;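 further: luciferase light reporting Pax8 driven TPO promoter activity; plate controls were median of neutral control wells for no effect and mitoxantrone controls for full effect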
Cneo AK release: causes C. neoformans cell lysis; adenylate kinase release luminescence, 4 h; normalised: neutral wells 0, clomiphene wells 100; lysis activity, % at 15 µM; actives 0.2% (n = 360,000); AID 651654;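 active means mean lysis activity across replicates of at least 80%, whatever share of replicates individually reach that level; inactive means mean lysis activity below 80%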
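Assay system: log-phase C. neoformans yeast / Quantity: yeast cell density of 5 × 10^6 cells/mL / Medium: fresh YPD growth medium / Compound: single dose / Timing: static 4 h at 37 °C with compound, 1 h detection / Measured by: adenylate kinase release luminescence / Read-out: lysis from increased AK signal / Benchmarks: Clomiphene as positive lysis control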
PglD DTNB: PglD (C. jejuni) enzyme inhibition | purified PglD enzyme, DTNB colorimetric CoA detection | AID 602405 | inhibition, % at 12.5 µM | actives 0.098% (n = 360,000); in the data active means inhibition above about 16%, passing the limit was not always enough; further: strong numbers were not always called active
INS-1E GSIS act: primary screen for activators of insulin secretion dependent on glucose, INS-1E cells, GLuc reporter luminescence. AID 743287. INS-1E GLuc reporter insulin secretion, 2-3 h. actives 0.61% (n = 370,000). activation, % at 16.6 µM;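 active means lowest replicate activation of at least 40%, so every replicate reaches that level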;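 further: 0% = median of neutral control wells and 100% = median of IBMX positive control wells; some compounds called inactive have numbers as strong as hits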
PGC1a acetyl inh: PGC1a acetylation modulation, inhibitor mode. actives 0.17% (n = 350,000). AID 651687. U2OS PGC1a acetylation, AlphaScreen anti-acetyl-lysine; with virally co-expressed GCN5 acetyltransferase. inhibition, % at 15.6 µM;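 active means every replicate shows inhibition of at least 40%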;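 further: 0% = neutral control wells and 100% = positive control wells; some results beyond the cut were filed as inactive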
Statin myotox sup: suppressors of simvastatin-induced myotoxicity in C2C12 myotubes; actives 0.78% (n = 330,000); ATP luminescence, 48 h; scaled: DMSO 0, geranylgeraniol control 100; rescue of ATP level, % at 7.49 µM;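 active means mean ATP rescue above about 67%, or every replicate alone reaching that limit, limit read from the data, passing the limit was not always enough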;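 further: myotubes were challenged with 10 µM simvastatin during compound exposure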
ARNT TACC3 PPI: ARNT/TACC3 interaction disruption. inhibition, % at 9.99 µM. Q9Y6A5. AID 623870. AlphaScreen His-ARNT PAS-B/GST-TACC3 binding, luminescence; TACC3 fragment carries E629A point mutation. actives 0.66% (n = 390,000);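 active means mean inhibition of replicates at least 50% and at least half of replicates each reaching 50%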;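 further: 0% = complete ARNT plus TACC3 wells and 100% = ARNT alone without TACC3; many hits fall short of the cut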
The depositor's hits bear a star; nt = not tested or not shown; & = joins results of further samples.

SMILES	LGR2 antag	PAX8 reporter	Cneo AK release	PglD DTNB	INS-1E GSIS act	PGC1a acetyl inh	Statin myotox sup	ARNT TACC3 PPI
COc1cc(C(=O)NCCSc2ccc(F)cc2)cc(OC)c1OC	-15	0	-3	6	14	0	7	-5
O=C(C[C@@H]1CC[C@@H]2[C@H](COC[C@H](O)CN2C(=O)c2ccccc2)O1)Nc1nccs1	1	1	0	7	-1	-6	1	0
Cn1c(=O)oc2cc(C(=O)c3ccccc3)ccc21	nt	nt	-1	9	nt	-18	nt	3
CCN1CCN(c2cc(C)c3cc(NC(=S)N4CC(C)CC(C)C4)ccc3n2)CC1 (configuration not stated)	-11	-8	-2	-1	-8	-3	24	14
CCOc1cc(N2CCOCC2)c(OCC)cc1NC(=O)COC(=O)c1ccc(OC)c([N+](=O)[O-])c1	3	11	-2	0	-5	-10	10	-7
O=C(NC[C@H]1[C@@H](c2ccccc2)[C@@H](CO)N1C(=O)C1CC1)NC1CCCC1	-13	0	0	5	5	-3	1	0
O=C(C[C@H]1C[C@H]2c3cc(NC(=O)Nc4ccccc4)ccc3O[C@H]2[C@@H](CO)O1)NCc1ccncc1	16	-10	-1	1	0	-3	-2	6
Cc1cc(C)c2c(=O)[nH]n(C3CCCCCC3)c2n1	4	16	nt	nt	4	88*	nt	17
O=C(Nc1cc(S(=O)(=O)N2CCOCC2)ccc1N1CCOCC1)c1cnccn1	18	nt	-2	0	8	-1	nt	0
COc1ccc(-c2ccc3c(c2)O[C@@H](CN(C)C)[C@H](C)CN([C@H](C)CO)S3(=O)=O)cc1	-1	nt	56	-3	16	-35	-7	1
C[C@H](CO)N1C[C@H](C)[C@@H](CN(C)Cc2ccncc2)Oc2cc(-c3cccnc3)ccc2S1(=O)=O	nt	nt	0	-5	-23	-7	-63	1
COC(=O)c1cc(C)sc1NC(=S)N1CCN(CCc2ccccc2)CC1	8	-9	0	-4	3	-3	1	1
Cc1onc(-c2ccccc2)c1C(=O)N/N=C/c1ccc(O)c([N+](=O)[O-])c1	13	-4	1	nt	-24	nt	nt	0
CC(=O)c1ccc(Nc2nc(C(N)CC(C)C)cs2)cc1 (configuration not stated)	8	-3	0	5	nt	-5	-27	nt
C[C@H]1CN([C@@H](C)CO)C(=O)c2cccc(NC(=O)NC3CCCCC3)c2O[C@H]1CN(C)Cc1ccc(Cl)c(Cl)c1	-7	nt	1	3	-49	-1	nt	-3
COc1ccc(C(=O)Nc2c(C)csc2C(=O)O)cc1	-7	-5	nt	nt	-4	-6	nt	-10
CO[C@@H]1CN(C)C(=O)c2cc(NS(=O)(=O)c3cn(C)cn3)ccc2OC[C@@H](C)N(CC2CC2)C[C@@H]1C	5	nt	-3	-2	10	-11	0	-2
O=C(Nc1sc2c(c1C(=O)O)CCCCC2)c1cccnc1	nt	nt	1	1	nt	8	14	0
COc1cc(SC)ccc1C(=O)NCCCOC(C)C	2	nt	0	1	-5	5	-26	-19
CC(C)CN(C(=O)c1cc2ccccc2o1)c1c(N)n(CC(C)C)c(=O)[nH]c1=O	-3	-17	nt	3	6	-5	nt	-2
CCOc1ccc2c(c1)N(C(=O)CN1C(=O)CCC1=O)C(C)(C)C=C2C	nt	nt	-2	-1	nt	0	-2	-5
C/C=C/c1c(F)c(F)c(Oc2ccc(C(=O)O)cc2)c(F)c1F	-4	nt	6	1	15	9	16	23
C[C@@H]1CN([C@H](C)CO)C(=O)CCCn2nncc2CO[C@@H]1CN(C)S(=O)(=O)c1cccc(F)c1	-12&8	-5&0&-19	9&10	-6&-2	-7&4	14&1&8	3&-6&-2	-3
O=S(=O)(NCCSCc1ccc(Cl)c(Cl)c1)c1ccc2c(c1)OCCO2	nt	nt	6	-3	nt	0	35	1
COc1cc(NCc2ccccc2)c2ncn(C(C)C)c2c1	-1	-22	6	0&3	nt	3	1	14
CC(C)CCc1noc(CN(CC2CCC2)CC2CCCO2)n1 (configuration not stated)	-15	-11	-2	-4	6	6	0	-5
CC(C)NC(=O)N(C)C[C@@H]1Oc2ccc(N(C)C)cc2C(=O)N([C@H](C)CO)C[C@H]1C	7	-7	1	0	15	7	-14	25
CCOC(=O)Cn1cnc(C)c1	18	0	2	3	-9	3	6	-3
O=C(Nc1nnc(C(F)(F)F)s1)c1cccnc1	nt	nt	-2	0	-25	1	5	3
CC[N+](CC)(CC)CCC(O)(c1ccccc1)C1CCCCC1 (configuration not stated)	nt	5	0	10	nt	-3	-9	-24
O=C(C1CCC1)N1CC2(C1)[C@H](c1ccccc1)[C@H](CO)N2Cc1cccnc1	-3	18	nt	nt	11	4	nt	nt
CCOC(=O)c1c(NC(=O)CN2CCCCC2)sc2c1CCC(C=O)=C2Cl	nt	6	0	4	nt	-5	2	nt
CCOC(=O)c1nc(N)c(=O)n(-c2ccccc2)n1	nt	nt	-1	0	nt	0	0	2
C[C@H](CO)N1C[C@H](C)[C@H](CN(C)Cc2ccncc2)Oc2ccc(NC(=O)NC3CCCCC3)cc2CC1=O	0	-4	0	3	1	6	-6	12
O=C(N/N=C\c1cc(Br)c(Br)o1)C1COc2ccccc2O1 (configuration not stated)	-2	6	nt	nt	16	nt	-5	nt
O=S(=O)(c1ccc(Cl)cc1)N1CCCN(c2ccc(C(F)(F)F)cn2)CC1	7	13	nt	nt	-6	nt	nt	-7
CC(C)n1cnnc1SCC(=O)Nc1cccnc1Cl	5	-2	0	4	8	3	24	-5
Nn1cnnc1SCC(=O)N1CCc2ccccc2C1	nt	10	4	1	nt	-3	7	-6
COc1cccc(C(O)c2ncc(-c3cccc(F)c3)[nH]2)c1 (configuration not stated)	-11	-13	-1	9	-3	5	-1	nt
COc1cc(C(=O)Nc2ccccc2N2CCOCC2)ccc1OCc1c(C)noc1C	2	-5	3	6	69	-3	nt	0
O=C(Cn1ccc2ccccc2c1=O)NCCC(=O)N1CCN(C(=O)c2ccco2)CC1	nt	nt	-4	-1	nt	-9	78*	-4
COc1ccc(N2CCN(C(=O)CCC(=O)N3CCOc4ccc(Cl)cc43)CC2)cc1	nt	12	-3	-1	nt	12	13	8
O=C(c1sccc1-c1ccccc1)N1CCN(S(=O)(=O)c2ccccc2)CC1	12	35	-2	0	-11	-4	-6	0
COc1cccc(-c2cnc3c(c2)C(=O)N([C@@H](C)CO)C[C@@H](C)[C@@H](CN(C)Cc2cccnc2)O3)c1	1	nt	0	0	5	10	11	1
COCCNC(=O)C(c1cccnc1)N(Cc1ccccc1)C(=O)Cn1nnc2ccccc21 (configuration not stated)	-16	-20	nt	nt	-13	nt	nt	-8
Cc1ccsc1C(=O)N/N=C/c1ccc([N+](=O)[O-])cc1	-64	-141	nt	nt	39	nt	nt	4
CCOC(=O)c1c(NC(=O)CSc2nnc(-c3cccnc3)o2)sc2c1CCC2	nt	-14	nt	nt	nt	2	0	-5
FC(F)(F)c1cccc(NC(=S)NCc2ccc(Cl)cc2)c1	-9	17	nt	nt	-30	nt	nt	-5

Quoted from the listing.
COc1cccc(C(O)c2ncc(-c3cccc(F)c3)[nH]2)c1 (configuration not stated) in Cneo AK release reads -1
O=C(Cn1ccc2ccccc2c1=O)NCCC(=O)N1CCN(C(=O)c2ccco2)CC1 in Cneo AK release reads -4

The list continues.
SMILES	LGR2 antag	PAX8 reporter	Cneo AK release	PglD DTNB	INS-1E GSIS act	PGC1a acetyl inh	Statin myotox sup	ARNT TACC3 PPI
O=C(c1cc(COc2c(F)cccc2F)on1)N1CCSCC1	-16	-105	1	3	13	-3	7	-9
Cc1cc(C)n2nc(C(=O)OCC(=O)Nc3ccc(F)cc3F)nc2n1	7	3	1	1	1	-18	-3	4
COc1ccc(OC/C(O)=C(\C#N)c2nc3ccccc3[nH]2)cc1	nt	nt	1	-3	nt	-3	-3	23
Cc1cccc(-c2ncc(CN3CCN(CCC(C)C)C(CCO)C3)cn2)c1 (configuration not stated)	4	14	nt	nt	-11	-19	8	-5
Cc1ccc(NC(=O)COc2cccnc2[N+](=O)[O-])cc1S(=O)(=O)N1CCOCC1	5	-16	2	-6	1	8	20	15
CCCNC(=O)C[C@H]1C[C@H]2c3cc(NC(=O)NC4CCCC4)ccc3O[C@H]2[C@@H](CO)O1	-2	-10	-2	-2	-1	-1	-5	2
Cc1nc(SCC(N)=O)c(C#N)c(C)c1C	11	-5	0	0	0	-5	nt	1
CN(CC(=O)Nc1ccccc1F)Cc1cccs1	-8	-37	nt	nt	12	nt	-5	-6
COc1ccc(CN2CCN(C3CCOCC3)CC2CCO)c(C)c1C (configuration not stated)	-3	6	0	-3	13	-3	-2	-11
COc1ccccc1C(=O)NCC(=O)NCCC(c1ccccc1)c1ccccc1	18	3	0	nt	-39	-7	11	-20
C[C@H](CO)N1C[C@H](C)[C@H](CN(C)S(=O)(=O)c2ccc(F)cc2)Oc2ncc(C#Cc3ccc(F)cc3)cc2C1=O	1	nt	nt	nt	-3	-14	17	nt
O=C(COC(=O)c1cc(S(=O)(=O)Nc2ccccc2Cl)ccc1O)Nc1nc2ccccc2s1	18	-12	nt	nt	-29	nt	nt	4
CSc1cccc(NC(=O)C2CCCN(S(=O)(=O)c3ccc(F)cc3)C2)c1 (configuration not stated)	-14	nt	0	-4	-31	-12	nt	-3
CCOC(=O)c1cccc(NC(=O)CSc2nc(N)cc(N)n2)c1	nt	nt	3	9	nt	5	0	-25
COc1ccc(Oc2nnc(C)c3ccccc23)cc1	nt	-203	-1	-1	nt	-16	7	9
CN(C)C(=O)c1ccc(OCC(F)(F)F)nc1	5	4	10	-2	1	5	nt	-2
CSCCC(C)N1CCC(Oc2ccc(C(=O)N3CCCC3)cc2)CC1 (configuration not stated)	3	6	-3	-4	0	nt	9	22
O=C1CN(C(=O)COC(=O)CNC(=O)c2ccccc2)c2ccccc2N1	7	37	2	1	1	3	nt	-11
Nc1ccc(S(=O)(=O)NC2(C(F)(F)F)NC(=O)N(Cc3ccccc3)C2=O)cc1 (configuration not stated)	-1	16	-6	14	11	nt	9	2
CO[C@H]1CN(C)C(=O)c2ccc(NC(=O)C3CC3)cc2OC[C@H](C)N(C(=O)C2CCOCC2)C[C@H]1C	3	-4	0	-2	1	nt	6	-4
O=C(Nc1ccccc1)N[C@H]1CC[C@@H](CCn2cc(C3(O)CCCC3)nn2)O[C@H]1CO	4	13	13	3	11	-4	-1	2
COc1ccc(C=O)cc1COc1ccc(C)cc1[N+](=O)[O-]	0	nt	0	-5	10	-1	11	11
O=C(CSc1nc2ccccc2nc1N1CCCC1)Nc1ccc(Cl)cc1	4	nt	0	-1	11	-17	2	-2
Cc1noc(C)c1S(=O)(=O)Nc1cccc2c1O[C@@H](CN(C)S(=O)(=O)c1cn(C)cn1)[C@@H](C)CN([C@@H](C)CO)C2=O	-6	nt	-1	2	16	1	1	-4
CCc1nnc(NS(=O)(=O)c2ccc(N/C=C\C(=O)c3ccc4ccccc4c3)cc2)s1	17	8	1	3	-5	-5	nt	-4
CCOc1ccc(C2/C(=C(/O)c3ccc4c(c3)CC(C)O4)C(=O)C(=O)N2CCCn2ccnc2)cc1OCC (configuration not stated)	-10	-17	1	-3	-7	-1	-12	19
C[C@H](CO)N1C[C@H](C)[C@@H](CN(C)CC2CC2)Oc2c(NC(=O)Nc3ccc(C(F)(F)F)cc3)cccc2C1=O	8	-2	-4	0	-40	-4	13	1

Shown as a hit in PGC1a acetyl inh, among the entries above:
Structure,LGR2 antag,PglD DTNB,INS-1E GSIS act,PGC1a acetyl inh,ARNT TACC3 PPI
Cc1cc(C)c2c(=O)[nH]n(C3CCCCCC3)c2n1,4,nt,4,88*,17
